MrgX1 allo act: allosterically activates human MrgX1 receptor signaling; Q96LB2; MrgX1-HEK293, Fluo-4 calcium flux, FDSS; hits give high values; B-score at 10 µM; hit rate 0.63% among 310,000;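 active = plate-corrected calcium response at least 3 library SD above typical, normal starting fluorescence, not activating the receptor alone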;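 also: compound read alongside a low EC10 to EC30 dose of BAM8-22 agonist; peak minus trough fluorescence over baseline measured at the second addition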
Target sequence (Q96LB2 whole entry, looked up): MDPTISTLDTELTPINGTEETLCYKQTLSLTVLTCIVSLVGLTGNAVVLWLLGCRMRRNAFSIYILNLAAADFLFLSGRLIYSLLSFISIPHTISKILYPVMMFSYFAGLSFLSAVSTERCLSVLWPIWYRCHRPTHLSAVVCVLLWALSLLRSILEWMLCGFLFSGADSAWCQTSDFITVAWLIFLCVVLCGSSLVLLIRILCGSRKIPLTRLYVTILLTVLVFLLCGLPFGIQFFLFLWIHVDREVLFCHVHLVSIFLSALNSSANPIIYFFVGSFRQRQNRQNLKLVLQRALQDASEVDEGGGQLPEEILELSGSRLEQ
MrgX1 antagonist: human MrgX1 receptor antagonism, primary screen. B-score at 10 µM. AID 588676. hit rate 1.3% among 310,000. Q96LB2. MRGX1-HEK293 calcium flux, Fluo-4, BAM8-22 antagonism; hits give low values;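 active = calcium-response B-score plate-corrected more than 3 library SD below zero, starting fluorescence within 5 deviations, no agonist response on first addition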;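 also: peak minus trough fluorescence over baseline after final BAM8-22 challenge near maximal dose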
TRPC4 potent: allosteric potentiators of mouse TRPC4 channel | Q9QUQ5 | hit rate 0.42% among 310,000 | B-score at 10 µM | AID 2227 | HEK293 TRPC4beta/mu-opioid, DAMGO EC20, Fluo-4 Ca2+ flux; hits give high values;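 active = B-score of calcium response area above 5 SD of library B-scores, with initial fluorescence ratio within 5 SD of library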;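 also: B-score of integrated fluorescence ratio over time as area under calcium response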
RGS4 inh: inhibitors of human RGS4; hit rate 0.45% among 310,000; HEK293 M3R/RGS4 inducible, Fluo-4 calcium flux; hits give high values; triggered by carbachol at its EC20; B-score at 10 µM; P49798;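 active = B-score, a plate-corrected calcium signal, over three deviations above library mean, with baseline fluorescence within five deviations of library mean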;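 also: RGS4 expression induced by doxycycline in cells with stable M3 receptor; B-score is computed from the integrated fluorescence ratio over baseline after carbachol; higher B-score means a larger calcium signal and so more RGS4 inhibition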
Target sequence (P49798 whole entry, looked up): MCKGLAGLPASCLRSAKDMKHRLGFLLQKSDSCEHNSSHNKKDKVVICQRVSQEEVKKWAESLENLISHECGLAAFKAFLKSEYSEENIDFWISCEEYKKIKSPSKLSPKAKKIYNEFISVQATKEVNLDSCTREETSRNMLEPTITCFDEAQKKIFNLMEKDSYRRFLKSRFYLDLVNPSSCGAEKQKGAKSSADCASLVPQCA
TRPC4 act: TRPC4 (mouse) channel activation; Q9QUQ5; HEK293 TRPC4beta/mu-opioid, Fluo4 calcium fluorescence; hits give high values; B-score at 10 µM; hit rate 0.49% among 310,000; AID 2237;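 active = B-score above 5 SD of library B-scores, and initial fluorescence ratio not above library mean plus 5 SD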;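 also: positive B-score marks a calcium rise read as TRPC4 activation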
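System: HEK293 cells stably co-expressing mouse TRPC4beta and mu-opioid receptor; Schedule: Fluo4 dye loading 45 min at room temperature, 110 s recording; Detection: Fluo4 fluorescence, kinetic; Evaluation: B-scored integrated calcium fluorescence ratio; Controls: buffer (low) and maximal DAMGO (high).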
MrgX1 agonist: agonists of human MrgX1 receptor; AID 588627; MrgX1-HEK293 cells, Fluo-4 calcium fluorescence, agonist mode; hits give high values; B-score at 10 µM; Q96LB2; hit rate 0.44% among 310,000;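 active = calcium response B-score plate-corrected fluorescence ratio at least 3 library SD, with starting fluorescence B-score inside 5 SD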
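System – MrgX1-expressing HEK293 cells · Incubation – cells plated overnight, dye loaded 0.5 h 37 °C, 0.5 h room temperature · Technique – kinetic Fluo-4 NW fluorescence of intracellular calcium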
TMEM16A act: mouse TMEM16A channel activation, primary screen; Q8BHY3; HEK293 TMEM16A/YFP-H148Q/I152L, iodide quench fluorescence; hits give low values; B-score at 10 µM; hit rate 0.3% among 340,000;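 active = fluorescence-ratio B-score plate-corrected deviation score at least 3 library SD below zero, with starting fluorescence score within 5 deviations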;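 also: channel opened by trigger with iodide after compound preincubation; score built on the fluorescence ratio of max minus min over baseline; more negative score means more quench and so TMEM16A activation or potentiation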
TRPC6 inhibitor: mouse TRPC6 channel inhibition; Q61143; HEK293-TRPC6, membrane potential dye, ACh-evoked depolarization; hits give low values; B-score at 10 µM; hit rate 1.1% among 310,000; AID 2553;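 active = B-score under library mean minus 3 SD, initial fluorescence not abnormally high, positive integrated signal ratio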;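 also: B-score derived from integrated fluorescence ratio over the kinetic read; more negative B-score means stronger inhibition of depolarization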
TRPC6 activator: mouse TRPC6 channel activation; HEK293-TRPC6 membrane potential dye fluorescence; hits give high values; B-score at 10 µM; hit rate 0.13% among 310,000;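 active = B-score of the integrated fluorescence ratio above library mean plus 3 SD, and starting fluorescence ratio within library mean plus 5 SD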;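 also: higher score means more depolarization so channel activation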
TRPC4 block: inhibitors of mouse TRPC4 channel; HEK293 TRPC4beta/mu-opioid, DAMGO-evoked Fluo4 calcium flux; hits give low values; B-score at 10 µM; hit rate 0.39% among 300,000; AID 2247;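 active = B-score over 3 SD under the library average, no early fluorescence shift, positive overall ratio signal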
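Test system – stable TRPC4beta/mu-opioid receptor HEK293 cells · Probe or stimulus – DAMGO, a submaximal dose followed by a maximal one · Dosing – one concentration per compound · Signal – Fluo4 calcium fluorescence by kinetic imaging, 5 s 1 Hz baseline · Evaluation – per-well B score of integrated baseline-normalized Fluo4 ratio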
TMEM16A inh: blocks the mouse calcium-activated chloride channel TMEM16A; Q8BHY3; HEK293 TMEM16A/YFP iodide influx fluorescence, ionomycin; normalized B-score (activity score, 25-100; higher = stronger inhibition) at 10 µM; hit rate 1.2% among 310,000; AID 588511;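 active = ratio plate-corrected score three or more library SD toward inhibition, starting fluorescence score within five deviations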;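 also: score derived from kinetic fluorescence span divided by baseline fluorescence per well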
* hit, by the source's call; i = inactive; · = not tested or not shown.

canonical_smiles	MrgX1 allo act	MrgX1 antagonist	TRPC4 potent	RGS4 inh	TRPC4 act	MrgX1 agonist	TMEM16A act	TRPC6 inhibitor	TRPC6 activator	TRPC4 block	TMEM16A inh
O=C(Nc1ccc2c(c1)OCCO2)c1ccccn1	i	i	i	i	i	i	i	i	i	i	i
CCOCCCNC(=O)C(NC(=O)c1ccc(=O)[nH]c1)c1ccc(Cl)cc1 (stereo not given)	i	i	i	i	i	i	i	i	i	i	i
CCCCN(C)Cc1c(O)ccc2c(-c3ccccc3)cc(=O)oc12	i	i	i	i	i	i	i	i	i	i	i
Clc1nnc2ccc(-c3ccccc3)nn12	i	i	i	i	i	i	i	i	i	i	i
O=C(COC(=O)c1cccc(-n2cnnn2)c1)c1ccccc1	i	i	i	i	i	i	i	i	i	i	i
NC(=O)[C@@H]1CCCNc2c(I)cc([N+](=O)[O-])cc2C(=O)N[C@@H](CO)C(=O)N[C@@H](Cc2ccc(O)cc2)C(=O)N1	i	i	i	i	i	i	i	i	i	i	i
COc1ccc(CN2CCC(C)CC2)cc1OCc1ccccc1	i	i	i	i	i	i	i	i	i	i	i
O=S(=O)(c1ccc(F)cc1)N1CCN(Cc2ccccc2C(F)(F)F)CC1	i	i	11*	i	i	i	i	i	i	i	i
CC(C)N(Cc1ccccc1)C(=S)Nc1cccnc1	i	i	i	i	i	i	i	i	i	i	i
CC1Cc2ccccc2N1S(=O)(=O)c1cccc2nsnc12 (stereo not given)	i	i	i	i	i	i	i	i	i	i	i
CCCc1c(O)nc(SC2CC(=O)N(c3ccc(C)c(Cl)c3)C2=O)[nH]c1=O (stereo not given)	i	i	i	i	i	i	i	i	i	i	i
CCc1ccc(NC(=O)C2CCCN2c2nn3c(=O)cc(C)nc3s2)cc1 (stereo not given)	i	i	i	i	i	i	i	i	i	i	i
Cc1cccc(CN(C(=S)Nc2c(C)cccc2C)c2cccnc2)c1	i	i	i	i	i	i	i	i	i	i	i
COc1cc(NC(=O)c2ccco2)c(OC)cc1NC(=O)Nc1ccc(Cl)cc1	i	i	i	i	i	i	i	i	i	i	i
Cc1ccc(S(=O)(=O)NCCCOC(=O)Nc2ccncc2)cc1	i	i	i	i	i	i	i	i	i	i	i
COC1(NC(=O)c2ccccc2)C(C)=CC(=O)C=C1C	i	i	i	i	i	i	i	i	i	i	i
Cc1ccc(SC(C)C(=O)NC(N)=O)c(C)c1 (stereo not given)	i	i	i	i	i	i	i	i	i	i	i
CN(C)C(CNC(=O)c1cc2ccccc2oc1=O)c1ccccc1 (stereo not given)	i	i	i	i	87*	i	i	i	i	-6*	i
Nc1nc(-c2ccc(Cl)cc2)nn1C(=O)c1ccco1	i	i	i	i	i	i	i	i	i	i	i
CCOc1cc(C(=O)N=c2sccn2C)ccc1OC(F)F	i	i	i	i	i	i	i	i	i	i	i
CCOC(=O)/C=C1\SCC(=O)N1CC(=O)NCCc1ccc(F)cc1	i	i	i	i	i	i	i	i	i	i	i
COc1ccccc1C(=O)NCCCNC(=O)c1cccnc1	i	i	i	i	i	i	i	i	i	i	i
O=C(Nc1ccc(N2CCOCC2)c(Cl)c1)c1cccc(F)c1	i	i	·	·	·	i	i	·	·	·	i
Fc1c(F)c(F)c(NC2=NCCCCC2)c(F)c1F	i	i	i	i	i	i	i	i	i	i	i
CCN(CC(=O)Nc1ccccc1C(F)(F)F)C(=O)CCOc1ccccc1C	i	i	i	i	i	i	i	i	i	i	i
O=c1c2ccccc2ncn1/N=C/c1ccccc1	i	i	i	i	i	i	i	i	i	i	i
CCCCn1c(-c2sccc2C)n[nH]c1=S	i	i	i	i	i	i	i	i	i	i	i
Cc1c(C#N)c(O)n(CCO)c(=O)c1N=Nc1ccc(S(N)(=O)=O)cc1	i	i	i	i	i	i	i	i	i	i	i
OCCCNc1nc(-c2ccccc2)c2cc(Cl)ccc2n1	i	i	i	i	i	i	i	i	i	i	i
Cc1cc(C)n2[nH]c(=O)c(N=Nc3ccccc3)c2n1	i	i	i	i	i	i	i	-7.42*	i	i	i
CSc1nc(=O)n(-c2ccccc2)c(C)c1C(C)=O	i	i	i	i	i	i	i	i	i	i	i
COc1ccc(Cn2nnnc2C(c2ccccc2Cl)N2CCN(C3CCCC3)CC2)cc1 (stereo not given)	·	·	i	i	i	·	i	i	i	i	·
COc1ccc(-c2csc(NC(=O)CSc3nc(C)nc4sc(C(=O)O)c(C)c34)n2)cc1	i	-6.43*	i	i	i	i	i	i	i	i	i
Cc1ccc(C2(O)CN(c3ccccc3)C3=[N+]2CCS3)cc1 (stereo not given)	i	i	i	i	43*	i	i	i	i	-7*	i
CS(=O)(=O)N(CC(=O)N1CCN(Cc2ccccc2)CC1)c1cccc(Cl)c1	i	i	i	i	i	i	i	i	i	i	i
CN(C)c1ccc(S(=O)(=O)NCC(=O)N2CCN(c3ccccc3)CC2)cc1[N+](=O)[O-]	i	i	i	i	i	i	i	i	i	i	i
O=C(Cc1cccs1)Nc1cccc(-c2ccc3nncn3n2)c1	i	i	i	i	i	i	i	i	i	i	i
Cc1ccc(-c2cc(-c3ccco3)c(C#N)c(=O)[nH]2)cc1	i	i	i	i	i	i	i	i	i	i	i
Cn1c2ccccc2c2ncn(CCCN3CCOCC3)c(=O)c21	i	i	i	i	i	i	i	i	i	i	i
CCOC(=O)C(CCOc1cccc(CC)c1)C(=O)OCC	i	i	i	i	i	i	i	i	i	i	i
CCOc1ccccc1NC(=S)NC(=O)CCc1ccccc1	·	·	i	i	i	·	i	i	i	i	·
Cc1cc(C)cc(N2C(=O)N(c3ccccc3C)C3CS(=O)(=O)CC32)c1 (stereo not given)	i	i	i	i	i	i	i	i	i	i	i
CC(=O)Nc1ccc(OCC(=O)NCc2ccc(C)cc2)cc1	i	i	i	i	i	i	i	i	i	i	i
Cc1ccc(S(=O)(=O)Nc2ccc3c(c2)OCCO3)c(C)c1NS(C)(=O)=O	i	i	i	i	i	i	i	i	i	i	i
O=C(NCCCC1CCCC1)C1CCC(=O)N(Cc2cccc(C(F)(F)F)c2)C1 (stereo not given)	i	i	i	i	i	i	i	i	i	i	i
NC12CC3CC(CC(C3)C1)C2	i	i	i	i	i	i	i	i	i	i	i
CS(=O)(=O)N1CCN(C(=O)c2cccnc2)CC1	i	i	i	i	i	i	i	i	i	i	i
CN(Cc1c(C(=O)N/N=C/c2cccc(O)c2)nnn1-c1nonc1N)C1CCCCC1	i	i	i	i	i	i	i	i	i	i	i
C=CCOC(=O)c1ccc(-n2cncn2)nc1	i	i	i	i	i	i	i	i	i	i	i
O=C(COC(=O)COc1ccccc1Cc1ccccc1)Nc1cccnc1Cl	i	i	i	i	i	i	i	i	i	i	i
CCOc1ccc(/C=N/NC(=S)NC2CC3C=CC2C3)cc1 (stereo not given)	i	i	i	i	i	i	i	i	i	i	i
O=C(Nc1nc(-c2cccs2)cs1)c1ccc(S(=O)(=O)N2CCCC2)cc1	i	i	i	i	i	i	i	i	i	i	25*
Cc1ccccc1N1CC(C(=O)Nc2nnc(SCc3ccccn3)s2)CC1=O (stereo not given)	i	i	i	i	i	i	i	i	i	i	i
COc1cc(NC(=O)c2ccco2)c(C(=O)OCC(=O)c2c[nH]c3ccccc23)cc1OC	i	i	i	i	i	i	i	i	i	i	i
COc1cc(SC)ccc1C(=O)NCc1ccccc1	i	i	i	i	i	i	i	i	i	i	i
COc1ccc(NC(=S)N2CCC(C(=O)c3ccc(C)cc3)CC2)cc1	i	i	i	i	i	i	i	i	i	i	i
COc1ccc(-c2cc(C(F)(F)F)nc(-n3ccnc3C)n2)cc1	i	i	i	i	i	i	i	i	i	i	i
Cc1ccc(/C=N/NC(=O)Cn2nnc(N)n2)cc1	i	i	i	i	i	i	i	i	i	i	i
Cc1ccc(-c2csc(NC(=O)C3CC(=O)N(Cc4ccco4)C3)n2)cc1 (stereo not given)	i	i	i	i	i	i	i	i	i	i	i
Cc1ccc(S(=O)(=O)N(C)C)cc1NC(=O)C1CCCCC1	i	i	i	i	i	i	i	i	i	i	i

Continuation.
canonical_smiles	MrgX1 allo act	MrgX1 antagonist	TRPC4 potent	RGS4 inh	TRPC4 act	MrgX1 agonist	TMEM16A act	TRPC6 inhibitor	TRPC6 activator	TRPC4 block	TMEM16A inh
O=C(NNC(=O)C12CC3CC(CC(O)(C3)C1)C2)c1ccccc1O	i	i	i	i	i	i	i	i	i	i	i
CCCCSc1nc2c(cnn2-c2ccc(Cl)cc2)c(=O)[nH]1	i	i	i	i	i	i	i	i	i	i	i
CC(C)(C)c1csc(NC(=O)c2ccncc2)n1	i	-7.04*	i	i	i	i	i	i	i	i	i
COc1ccc(-c2c(C)nc(N)nc2-c2ccc(OCc3ccc(C)cc3)cc2O)cc1OC	i	i	i	i	i	i	i	i	i	i	i
C/C(=N/NC(=O)CN1CCN(S(=O)(=O)c2ccc(Br)cc2)CC1)c1ccco1	i	i	i	i	i	i	i	i	i	i	i
CN(CCOc1ccc(Cl)cc1)C(=O)c1ccc2c(=O)n3c(nc2c1)CCC3	i	i	i	i	i	i	i	i	i	i	i
CCOC(=O)N/N=C/c1cn(CCCOc2ccc(C)cc2)c2ccccc12	i	i	i	i	i	i	i	i	i	i	i
CC(C)(C)C1CCC2(CC1)Nc1cccc3cccc(c13)N2	i	i	i	i	i	i	i	i	i	i	i
O=C(O)/C=C/c1coc2ccccc2c1=O	i	i	i	i	i	i	i	i	i	i	i
CCC(=O)Nc1cccc(NC(=O)c2cc3ccccc3o2)c1	i	i	i	i	i	i	i	i	i	i	i
O=C1NC(=Nc2ccccc2)S/C1=C\c1cccs1	i	i	i	i	i	i	i	i	i	i	i
CC1(C)CN(c2ccc(F)cc2)C1=O	i	i	i	i	i	i	i	i	i	i	i
CS(=O)(=O)NCCn1ccc2ccccc21	i	i	i	i	i	i	i	i	i	i	i

Compound activity (PubChem)
